Source: PubChem (National Center for Advancing Translational Sciences (NCATS))
Giardia FBPA inh: inhibitors of Giardia lamblia fructose-1,6-bisphosphate aldolase. actives 0.71% (n = 290,000). purified Giardia FBPA. Potency, µM (highest dose often 59.6 µM), for the others: at the top dose activity, negative = inhibition, most hits filed as inhibitors; active means well fitted inhibition curve with a large enough effect; inconclusive means small, poorly fitted or top-dose-only effect, or effect the other way; further: nearly all actives have a fitted effect of over 55% in size
Target sequence (A8B2U2 whole entry, looked up): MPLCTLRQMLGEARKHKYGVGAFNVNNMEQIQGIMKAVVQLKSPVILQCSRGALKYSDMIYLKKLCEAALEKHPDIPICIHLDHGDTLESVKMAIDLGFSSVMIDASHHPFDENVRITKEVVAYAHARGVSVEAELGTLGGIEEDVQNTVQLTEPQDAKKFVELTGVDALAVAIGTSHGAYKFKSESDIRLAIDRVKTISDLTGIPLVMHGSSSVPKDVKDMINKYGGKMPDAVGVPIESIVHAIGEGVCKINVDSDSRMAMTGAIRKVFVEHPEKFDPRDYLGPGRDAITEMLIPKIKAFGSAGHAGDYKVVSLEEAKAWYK
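Giardia FBPA (40 nM reagent) was preincubated 10 min at RT with compound (up to 57.5 uM final), then substrate plus GAPDH/TPI/NAD/arsenate coupling system with diaphorase/resazurin was added; resorufin fluorescence (525/598 nm) was read after 20 min.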
Starred values were filed as active, the others as inactive; u = inconclusive; & = joins results of further samples; [ ] = another dose, or the depositor's remark. On the % scale 0 is the no-effect control and ±100 the full control effect; potency means the concentration at half of the fitted maximal effect. Not all compounds are listed, so the mix of outcomes need not match the whole.

Start of the listing, in advance, two compounds:
SMILES | Giardia FBPA inh
O=C1C2=CC[C@H]3C(=O)N(C4CCCCC4)C(=O)[C@@H]3[C@@H]2[C@H](O)[C@@H]2O[C@H]12 | -1%[12.9 µM]
CC(=O)c1ccc(C2CC34CN(Cc5cccc(Cl)c5)S(=O)(=O)C3CC2O4)cc1 (stereo not drawn) | 2%

The whole of this part, previewed entries included:
SMILES | Giardia FBPA inh
O=C1C2=CC[C@H]3C(=O)N(C4CCCCC4)C(=O)[C@@H]3[C@@H]2[C@H](O)[C@@H]2O[C@H]12 | -1%[12.9 µM]
CC(=O)c1ccc(C2CC34CN(Cc5cccc(Cl)c5)S(=O)(=O)C3CC2O4)cc1 (stereo not drawn) | 2%
Cc1nc2cnc(N3CCN(C)CC3)nc2n(CCc2ccccc2)c1=O | -2%
CC(C)NC(=O)N1CC2(CCN(C(=O)c3cccn3C)CC2)C1 | 5%
COCCn1c(=O)c(C)nc2cncnc21 | -9%
COC(=O)[C@@]1(Cc2ccccc2)[C@H]2c3cc(C(=O)N(C)C)n(CCF)c3C[C@H]2CN1C(=O)c1ccccc1 | -3%
O=C(Oc1ccccc1)N1CCC2(CCCN(c3ccccn3)C2)CC1 | 4%
COC(=O)C1=C(C(=O)OC)[C@@H]2N(C)c3ccccc3[C@@]23C[C@@H](C(=O)OC)N(S(=O)(=O)c2cccs2)C3=N1 | 5%[12.9 µM]
O=C1OC2(c3cc(I)c(O)c(I)c3Oc3c2cc(I)c(O)c3I)c2c(Cl)c(Cl)c(Cl)c(Cl)c21 | u
CC(=O)N1CCC2(CC1)CCN(c1ccc(-c3ccccc3)cc1)CC2 | -16%

Carrying on.
SMILES | Giardia FBPA inh
CC1C(=O)N(S(=O)(=O)c2ccc([N+](=O)[O-])cc2)[C@H]1c1ccc2ccccc2c1 (stereo partly drawn) | 10%
Cn1cc(-c2nc3cnc(N4CCNCC4)nc3n(-c3ccccc3)c2=O)c2ccccc21 | -16%
CCCn1c(C)nc2c(NCCCCN3CCCC3)nc(C)nc21 | -2%
NC(=O)CI | u
CC(C)(CCCCCCCCCCC(C)(C)CC(=O)O)CC(=O)O | u
Cn1cccc1C(=O)N1CCC2(CC1)CCN(C(c1ccccc1)c1ccccc1)CC2 | 4%
C=C[C@H]1CCC=C2C(=O)CCC[C@@H]21 | -2%
CCc1c2c(nc3c(C(C)C)cccc13)-c1cccc(=O)n1C2 | -7%
O=C(Nc1cccc(F)c1)N1CCC2(CC1)CCN(C(=O)c1csnn1)CC2 | 1%
CO[C@H]1COC(=O)C/C=C\[C@H](C)[C@@H](OC)COC(=O)[C@@H](C)COC(=O)C/C=C\[C@@H]1C | 0%[12.9 µM]

Following part.
SMILES | Giardia FBPA inh
COc1ccc(-c2nc3cnc(N(C)C)nc3n(CCC#N)c2=O)cc1 | 0%
CNC[C@H](O)c1ccc(OC(=O)C(C)(C)C)c(OC(=O)C(C)(C)C)c1 | -6%[21.7 µM]
COc1ccccc1CN1CC2(CCN(C(=O)c3cc(C(F)(F)F)cc(C(F)(F)F)c3)CC2)C1 | 7%
CNc1cc(-c2ccccc2CN(C)C)ncn1 | 5%
CC[C@H](C)[C@H](NC(=O)[C@H](CCCNC(=N)N)NC(=O)[C@H](CCCNC(=N)N)NC(=O)[C@H](CC(C)C)NC(=O)[C@H](Cc1ccccc1)NC(=O)CNC(=O)CNC(=O)[C@@H](N)Cc1ccc(O)cc1)C(=O)N[C@@H](CCCNC(=N)N)C(=O)N1CCC[C@H]1C(=O)N[C@@H](CCCCN)C(=O)N[C@@H](CC(C)C)C(=O)N[C@@H](CCCCN)C(=O)N[C@@H](Cc1c[nH]c2ccccc12)C(=O)N[C@@H](CC(=O)O)C(=O)N[C@@H](CC(N)=O)C(=O)N[C@@H](CCC(N)=O)C(=O)O | -1%
COc1cccc(-c2nc(NCc3cccnc3)c3ccccc3n2)c1 | 7%
NC(=O)CC[C@H](N)C(=O)O | -4%&-1%
COc1ccc(-n2c(=O)cnc3cnc(N4CCN(C)CC4)nc32)cc1 | 0%
CCCCCCCCCCCCCCCCOC[C@H](COP(=O)([O-])OCC[N+](C)(C)C)OC(=O)CCCCCCCC(=O)O | 27%
CCN(CC)C(=O)C(C)Oc1cccc2ccccc12 (stereo not drawn) | -11%

Next section
SMILES | Giardia FBPA inh
COc1ccccc1-c1ccc2ncnc(Nc3ccccc3)c2c1 | 4%
N#CCCn1c(=O)c(-c2ccccc2)nc2cnc(Nc3ccccc3)nc21 | 5%
CN(C)C(=O)c1ccc(-c2nccc(NCc3cccs3)n2)cc1 | 1%
C[C@H]1C2=C3C(C[C@H]4C(=O)N(c5ccccc5)C(=O)[C@H]4[C@H]3[C@@]3(Cc4ccccc4)C(=NCCc4c[nH]c5ccccc45)OC(=O)N3C2=O)[C@H]2C(=O)N(c3ccccc3)C(=O)[C@H]21 (stereo partly drawn) | -5%
COc1ccc(C2CC(=O)c3c(O)cc(O[C@H]4OC(COC5OC(C)C(O)C(O)[C@@H]5O)C(O)C(O)C4O)cc3O2)cc1O (stereo partly drawn) | -1%
O=C(c1ccncc1)N1CCC2(CC1)CCN(c1ncccn1)CC2 | 5%
COC(=O)NC/C=C\c1nc(CCCO)co1 | -3%[12.9 µM]
CC(=O)OCC1OC(c2ccc3c(c2)OCO3)C=CC1OC(C)=O (stereo not drawn) | -2%[12.9 µM]
N#C/C(=C\c1ccc(O)c(O)c1)C(=O)NCCCCc1ccccc1 | -29%
O=C(O)C1=CCCN(CCOC(c2ccc(C(F)(F)F)cc2)c2ccc(C(F)(F)F)cc2)C1 | 6%

Four of these compounds, reformatted.
SMILES: COC(=O)NC/C=C\c1nc(CCCO)co1
  Giardia FBPA inh = -3%[12.9 µM]

SMILES: CC(=O)OCC1OC(c2ccc3c(c2)OCO3)C=CC1OC(C)=O (stereo not drawn)
  Giardia FBPA inh = -2%[12.9 µM]

SMILES: N#C/C(=C\c1ccc(O)c(O)c1)C(=O)NCCCCc1ccccc1
  Giardia FBPA inh = -29%

SMILES: O=C(O)C1=CCCN(CCOC(c2ccc(C(F)(F)F)cc2)c2ccc(C(F)(F)F)cc2)C1
  Giardia FBPA inh = 6%

(more compounds)
SMILES | Giardia FBPA inh
COc1ccc(-n2c(=O)c(-c3cccs3)nc3cnc(OC)nc32)cc1 | 4%
CC(=O)O[C@H](C(=O)O[C@@H]1C[C@@H](CCC[C@H]2O[C@H](C(=O)OC(C)C)CC[C@@H]2C)O[C@@H](CC#N)C1)c1ccccc1 | -1%
CC(C)(C)NC[C@H](O)COc1cccc2c1CCC(=O)N2 | -2%[21.7 µM]
CN1CC[C@@]2(CCCN(C(=O)c3cc(C(F)(F)F)cc(C(F)(F)F)c3)C2)C1 | -8%
CC(C)CC1(C(=O)O)C=CCN1C(=O)c1ccccc1 (stereo not drawn) | 4%
COc1cc(OC)c2c(=O)c(-c3ccc4c(c3)OCO4)coc2c1 | -9%
CCCCCCCCCCCCCCCC(=O)NC(C)C(=O)O (stereo not drawn) | 6%
C=CC(C1=CC(=O)C(OC)=C(OC)C1=O)c1ccccc1 (stereo not drawn) | 18µM*
COC(=O)[C@@]1(Cc2ccc(F)cc2)[C@H]2c3cc(C(=O)N(C)C)n(Cc4cc(F)c(F)c(F)c4)c3C[C@H]2CN1C(=O)c1ccccc1 | 5%
COC(=O)[C@@H]1CC[C@H](C)[C@@H](c2ccc(C)cc2)N1C(=O)c1ccc(/C=N\OC[C@@H](C)[C@H](OCc2ccccc2)C(C)C)cc1 | -1%[12.9 µM]

Carrying on:
SMILES | Giardia FBPA inh
CC[C@@]12C=C(/C=C/c3ccccc3)[C@](CC)(C1)[C@H](c1ccccc1)CC2=O | 1%
CCOC(=O)CC(C(=O)OCC)C1CCCCC1=O (stereo not drawn) | 0%
O=C(c1cc(C(F)(F)F)cc(C(F)(F)F)c1)N1CCC2(CC1)CN(Cc1ccncc1)C2 | 9%
O=S(=O)(NCCCCCCc1ccccc1)c1cccc2c(Cl)cccc12 | -5%
CC(C)(C)NC[C@H](O)c1ccc(O)c(CO)c1 | 3%
CN(C)C(=O)c1ccc(-c2nc(NCc3cccnc3)c3ccccc3n2)cc1 | -1%
CCC1/C=C/C=CCC(C)C(O)[C@@](C)(O)C(=O)C(C)C(O)C(C)C(=O)C(C)C(O)C(C)C=CC(=O)O[C@H]2C(C)C(CC1)O[C@]1(CCC(C)C(CC(C)O)O1)C2C (stereo partly drawn) | -15%
COc1ncc2nc(CCc3ccccc3)c(=O)n(C)c2n1 | 4%
CCCNC(=O)OC[C@H]1O[C@@H](CCO/N=C2/[C@H]3O[C@@H]3[C@@H](O)[C@H]3[C@H]2CCn2c(=O)n(-c4ccccc4)c(=O)n23)C=C[C@@H]1Oc1ccc(OC)cc1 | 1%[12.9 µM]
C/C(=C\C(=O)OCCCCCCCCC(=O)O)C[C@@H]1OCC(C[C@H]2O[C@H]2[C@@H](C)[C@H](C)O)[C@@H](O)[C@H]1O (stereo partly drawn) | 22%

Next compounds
SMILES | Giardia FBPA inh
COC(=O)N1CCN(C(=O)Cc2ccc(Cl)c(Cl)c2)[C@H](CN2CCCC2)C1 | 6%
COc1ccc(Oc2ncc3nc(-c4ccccc4)c(=O)n(C4CC4)c3n2)cc1 | -18%
COCC(=O)N1CCC2(CC1)CCN(c1ccccn1)CC2 | -2%
CCCC[C@H]1CCCO[C@@](C(=O)NCc2ccc(C)o2)(C(F)(F)F)C1 | -4%
COC(=O)C1(O)CC2OC1(C)n1c3ccccc3c3c4c(c5c6ccccc6n2c5c31)C(=O)NC4 (stereo not drawn) | 2%[12.9 µM]
COc1cc(NS(=O)(=O)c2cccc([N+](=O)[O-])c2)c2ncccc2c1 | 16µM*
OCC1OC(c2ccccc2)C=CC1Oc1cc(Cl)cc(Cl)c1 (stereo not drawn) | -1%[12.9 µM]
O=c1c(-c2ccc(F)cc2)nc2cnc(Oc3ccccc3)nc2n1C1CC1 | 1%
CN1Cc2ccccc2[C@@H]2c3cccc4[nH]cc(c34)C[C@H]21 | -28%
NC(=NCc1ccc(Cl)cc1)SCCCc1cnc[nH]1 | -5%

Remaining list, next part.
SMILES | Giardia FBPA inh
COc1ccc(CNc2ncncc2-c2ccccc2C)c(OC)c1 | -4%
CC(=O)c1ccsc1B(O)O | 9%
FC(F)(F)c1ccccc1-c1nc(NCc2cccnc2)c2ccccc2n1 | -3%
CN1C2CCC1CC(C(=O)OC(CO)c1ccccc1)C2 (stereo not drawn) | 2%
Nc1ncnc2c1ncn2[C@@H]1O[C@@H]2CO[P@](=O)(S)O[C@H]2[C@H]1O | -3%
O=C(O)CCC/C=C\C/C=C\C=C\[C@@H](O)C/C=C\CCCCCO | 4%
CCCCCCCCc1[se]c2ccccc2c1I | 8%
CCCCCCCCCCCCCC(=O)OC1C(C)[C@@]2(O)C(C=C(CO)C[C@]3(O)C(=O)C(C)=C[C@H]23)[C@@H]2C(C)(C)[C@]12OC(C)=O (stereo partly drawn) | -1%
C=CCCN(Cc1ccc(OC)cc1)S(=O)(=O)c1ccccc1Br | 8%
COCOc1ccc(OC)cc1C(=O)C1O[C@H]1c1ccc(OC)c(Br)c1 (stereo partly drawn) | -1%

Following part.
SMILES | Giardia FBPA inh
CCCCC1=CC2=C(c3ccco3)C(=O)C(C)(OC(=O)c3ccc(OC)cc3)C(=O)C2=CN1C1CCCC1 (stereo not drawn) | u
CC(C)C[C@H](NC(=O)[C@H](CC(C)C)NC(=O)[C@H](Cc1ccccc1)NC(=O)[C@@H](N)CO)C(=O)N[C@@H](CCCNC(=N)N)C(=O)N[C@@H](CC(N)=O)C(=O)N1CCC[C@H]1C(=O)N[C@@H](CC(N)=O)C(=O)N[C@@H](CC(=O)O)C(=O)N[C@@H](CCCCN)C(=O)N[C@@H](Cc1ccc(O)cc1)C(=O)N[C@@H](CCC(=O)O)C(=O)N1CCC[C@H]1C(=O)N[C@@H](Cc1ccccc1)C(=O)O | 4%
CCCCCCCCCCCCCCC(C(=O)OC)C(O)(CC(=O)OC)C(=O)OC (stereo not drawn) | -15%
COC(=O)C/C=C1\c2ccc3c(c2[C@@H](OC)[C@@H]1C)OCO3 | -5%
CCC1Cc2cc(O)ccc2C2=C1c1ccc(O)cc1CC2CC (stereo not drawn) | -2%
COC(=O)C1(C(C)=O)CC2=CC[C@H]3C(=O)N(c4ccccc4)C(=O)[C@H]3[C@@H]2Cc2ccccc2[C@@H]1C[N+](=O)[O-] (stereo partly drawn) | -2%&0%
C=CCOC[C@@H]1CN2[C@H](c3ccc(Br)cc3)[C@@H](C)CC[C@H]2C(=O)O1 | 2%
O=C(O)c1nc2cc(Cl)c(Cl)cc2[nH]c1=O | -3%
N#Cc1cccc(-c2cncnc2NCc2ccccc2)c1 | 6%
CCOc1ccccc1-c1nnc2n1N=C(c1ccc(OC)cc1)CS2 | 0%

Reprinted from the listing, two compounds:
SMILES | Giardia FBPA inh
N#Cc1cccc(-c2cncnc2NCc2ccccc2)c1 | 6%
CCOc1ccccc1-c1nnc2n1N=C(c1ccc(OC)cc1)CS2 | 0%

Remaining list, next part
SMILES | Giardia FBPA inh
CCOc1ccccc1-c1nnc2n1N=C(c1cc(OC)cc(OC)c1)CS2 | -1%
COc1ccc(-c2ccc(C3C4C=CCCC4(C)C(=O)N3Cc3ccccc3)c(F)c2)cc1OC (stereo not drawn) | -3%
CCN1CCCC1Cn1c(-c2ccccc2)nc2c(NCc3ccccc3)nc(C)nc21 (stereo not drawn) | 2%
O=C1NN(C(=O)Nc2ccc(Br)cc2)C(c2ccccc2)C1c1ccccc1 (stereo not drawn) | -5%
COCC(=O)N1CCC[C@@]2(CCN(Cc3ccccc3OC)C2)C1 | -10%
COc1ccc(-c2cc(C3C4C=CCCC4(C)C(=O)N3Cc3ccccc3)ccc2F)cc1 (stereo not drawn) | 4%
COc1cccc(Cn2c(=O)c(CCc3ccccc3)nc3cnc(OC)nc32)c1 | 4%
